Source: PubChem (several laboratories)
Avidin bead fluor = green autofluorescence of compounds with avidin beads – biophysical, 488/530 nm, flow cytometry, artefact control, profiling panel; compound fluorescence 488/530 nm; stronger effect = higher value; fluorescence (KMESF) at 10 µM; 220,000 tested, 0.38% active; in the data active = fluorescence above about 47; note: inactives centre near 10
Rab2A wt mod = modulators of GTP binding to Rab2A wildtype, primary screen, biochemical, dog, bead-based flow cytometry, multiplex. GST-Rab2 wt beads, Bodipy-GTP binding. Ras-related protein Rab-2A (Canis lupus familiaris), P61105. 190,000 tested, 0.19% active. GTP binding activity, % at 10 µM;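 active = GTP binding activity at least 20 points away from 100%, either lowered or raised; inconclusive = signal likely due to the compound's own green fluorescence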;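 note: 0% = beads with excess unlabeled GTP and 100% = no-compound control corrected for plate trend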
Pf gamet viab = late stage P. falciparum gametocyte viability inhibitors, primary screen, ATP luminescence, HTS | 150,000 tested, 0.065% active | P. falciparum stage V gametocytes, 24 h | inhibition, % at 10.9 µM;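 active = inhibition above the mean plus 3 SD of compounds within the control limits, set per campaign, cut at about 38% in these data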;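 note: 0% = DMSO wells and 100% = medium only without gametocytes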
ABCB1 block = ABCB1 efflux pump inhibitors, primary screen, cell-based, multiplex, flow cytometry, ABCG2 counter-screen. ATP-dependent translocase ABCB1 (Homo sapiens), P08183. CCRF-Adr cells, JC-1 efflux. inhibition, % at 6.6 µM. 190,000 tested, 0.067% active. AID 1326, 2008; in the data active = inhibition above about 40%;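 note: 0% = vehicle and 100% = reference inhibitor; higher value means more JC-1 retained so stronger ABCB1 efflux block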
Rac1 wt GTP bind = wildtype Rac1 GTP binding modulators, primary screen, biochemical, GST-Rac1 beads, flow cytometry, multiplex. Ras-related C3 botulinum toxin substrate 1 (Homo sapiens), P63000. fluorescent GTP binding; actives lie on both sides; 0 = cold GTP competed, 100 = untreated. GTP binding activity (% of control), % at 10 µM. 190,000 tested, 0.27% active. AID 757, 2007;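 active = GTP binding activity at least 20 points away from the 100% control level, either lower or higher; inconclusive = compound flagged as likely green fluorescent, judged across all proteins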
ABCG2 block = ABCG2 efflux pump inhibitors, primary screen, multiplex with ABCB1, IgMXP3 cells, flow cytometry. JC-1 efflux. Broad substrate specificity ATP-binding cassette transporter ABCG2 (Homo sapiens), Q9UNQ0. inhibition, % at 6.6 µM. AID 1325, 2008. 190,000 tested, 0.1% active;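 active = inhibition above 80%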;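 note: 0% = DMSO and 100% = nicardipine control wells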
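Test system: IgMXP3 (ABCG2) plus far-red-tagged CCRF-Adr (ABCB1) cells / Amount: 3 million cells/mL in well / Reagent: JC-1 transporter substrate / Timing: 10 min compound exposure, 25 °C / Signal: flow cytometry, 530 nm JC-1 signal / Read-out: percent efflux inhibition, scaled nicardipine 100% to DMSO 0% / Benchmarks: nicardipine as high control, DMSO as low control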
Rab7 wt GTP bind = modulators of GTP binding to Rab7, primary screen, biochemical, wildtype, multiplex bead flow cytometry. GST-Rab7 beads, fluorescent GTP binding; actives lie on both sides; untreated = 100%, excess cold GTP = 0%. GTP binding activity (percent of control), % at 10 µM. 190,000 tested, 0.055% active;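 active = fluorescent GTP binding to Rab7 beads changed by at least 20 points from the 100% baseline, either direction, mostly lower; inconclusive = compound itself probably fluorescent, or too few beads counted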;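 note: median green fluorescence of bound Bodipy-FL-GTP per Rab7 bead population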
Rac1 act GTP bind = GTP binding modulators of activated mutant Rac1, primary screen, biochemical, bead-based flow cytometry, multiplex, fluorescent GTP; GST-Rac1 activated beads; actives lie on both sides; 100% means binding = to untreated wells; 190,000 tested, 0.11% active; percent activity (GTP binding), % at 10 µM; Ras-related C3 botulinum toxin substrate 1 (Homo sapiens), P63000;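 active = GTP binding at least 20 percentage points away from the 100% baseline, in either direction, so actives lie on both sides; inconclusive = Compound likely fluorescent itself, or too few beads counted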
HRas wt GTP = modulators of GTP binding to HRas wildtype, primary screen, biochemical, bead-based flow cytometry, multiplex. GTPase HRas (Homo sapiens), P01112. GST-Ras wt beads, Bodipy-FL-GTP binding; actives lie on both sides. GTP binding activity, % at 10 µM. 190,000 tested, 0.14% active. AID 759, 2007;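 active = GTP binding activity at least 20% away from the 100% baseline, either lowered as inhibitor or raised as activator; inconclusive = flagged as likely green fluorescent, judged across all proteins in the well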;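 note: 0% = unlabeled GTP competition control and 100% = no-compound control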
Target sequence (P01112 whole entry, looked up): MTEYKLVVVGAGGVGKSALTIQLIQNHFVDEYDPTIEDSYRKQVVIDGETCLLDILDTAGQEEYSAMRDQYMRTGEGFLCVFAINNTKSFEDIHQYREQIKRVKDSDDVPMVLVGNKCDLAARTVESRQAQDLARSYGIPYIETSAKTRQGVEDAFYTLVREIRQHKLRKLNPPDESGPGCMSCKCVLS
Cdc42 wt GTP = modulators of GTP binding to wildtype Cdc42, primary screen, biochemical, multiplex bead flow cytometry, Bodipy-GTP; GST-Cdc42 beads; actives lie on both sides; 190,000 tested, 0.2% active; Cell division control protein 42 homolog (Homo sapiens), P60953; percent activity (GTP binding), % at 10 µM;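 active = percent activity GTP binding at least 20 points away from the 100% baseline, either down as inhibitor or up as activator; inconclusive = compound flagged as likely green fluorescent from well-wide comparison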;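 note: median bead fluorescence of bound Bodipy-FL-GTP at 100 nM; 0% = excess unlabeled GTP control and 100% = no compound control; below 100% means less GTP binding so inhibitor and above means activator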
Target sequence (P60953 whole entry, looked up): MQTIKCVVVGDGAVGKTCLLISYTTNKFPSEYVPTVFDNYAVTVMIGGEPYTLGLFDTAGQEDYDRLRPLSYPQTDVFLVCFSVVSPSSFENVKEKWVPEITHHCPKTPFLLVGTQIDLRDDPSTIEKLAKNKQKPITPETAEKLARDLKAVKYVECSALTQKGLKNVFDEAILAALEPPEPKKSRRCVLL
Mcl1-Noxa inh = Mcl-1/Noxa binding inhibitors, primary screen, biochemical, TR-FRET, 1536-well; Induced myeloid leukemia cell differentiation protein Mcl-1 (Homo sapiens), Q07820; TR-FRET Mcl-1/Noxa peptide binding, 2 h; inhibition, % at 21.7 µM; 220,000 tested, 1.5% active; AID 1022, 2008;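 active = compounds that cut the protein-peptide binding signal by more than 50% relative to plate controls in a single-dose test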;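 note: His-tagged Mcl-1 with rhodamine Noxa BH3 peptide and terbium anti-His antibody; 0% = Mcl-1 plus Noxa peptide wells and 100% = peptide-only wells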
Target sequence (Q07820 whole entry, looked up): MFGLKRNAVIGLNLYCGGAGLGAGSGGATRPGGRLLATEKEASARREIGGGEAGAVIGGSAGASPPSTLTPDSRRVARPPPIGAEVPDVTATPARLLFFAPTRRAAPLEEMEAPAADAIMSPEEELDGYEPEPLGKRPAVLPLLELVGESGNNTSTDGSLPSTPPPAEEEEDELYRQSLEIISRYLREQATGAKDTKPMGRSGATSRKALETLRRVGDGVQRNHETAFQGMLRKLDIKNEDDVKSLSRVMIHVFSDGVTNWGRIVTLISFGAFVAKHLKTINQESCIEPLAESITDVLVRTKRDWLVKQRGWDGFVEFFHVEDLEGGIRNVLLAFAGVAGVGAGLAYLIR
Active calls of the source: *; ? = inconclusive; · = not tested or not shown.

SMILES | Avidin bead fluor | Rab2A wt mod | Pf gamet viab | ABCB1 block | Rac1 wt GTP bind | ABCG2 block | Rab7 wt GTP bind | Rac1 act GTP bind | HRas wt GTP | Cdc42 wt GTP | Mcl1-Noxa inh
O=C(C1CCN(S(=O)(=O)c2cnc[nH]2)CC1)N1CCN(c2ncccn2)CC1 | 8 | 100 | · | 0.4 | 110 | 1 | 104 | 102 | 103 | 104 | 25
O=C(NCCNc1ccc([N+](=O)[O-])cc1C(F)(F)F)c1ccccc1F | 9 | 98 | · | 0.2 | 105 | 1 | 99 | 98 | 99 | 98 | 0
COCCN1C=C(C(=O)OC)C(c2ccc(OC)c(OC)c2)C(C(=O)OC)=C1 | 37 | 96 | -6 | 0.5 | 94 | 0 | 96 | 96 | 98 | 99 | 8
C=CCOn1c(=O)c(=O)n(OCc2ccccc2)c2ccccc21 | 26 | 96 | 2 | 1.0 | 98 | 5 | 97 | 97 | 97 | 95 | 10
Cc1c(C(=O)O)[nH]c2c1C(=O)CC(c1ccccc1)C2 (centres undefined) | 35 | · | 0 | 0.0 | · | 0 | · | · | · | · | 14
CCO[C@@H]1OC(C(=O)O)=C[C@H](c2coc3ccccc3c2=O)[C@H]1CCCO | 6 | 95 | · | 0.3 | 101 | 2 | 95 | 98 | 95 | 96 | -9
Cc1ccc(-n2ncc(C(=O)NCc3ccc4c(c3)OCO4)c2NC(=O)c2ccco2)cc1C | 7 | 94 | · | 0.8 | 101 | 18 | 94 | 98 | 96 | 93 | 3
COc1ccc(C(=O)Nc2ccc(S(=O)(=O)Nc3nccnc3OC)cc2)cc1OC | 15 | 104 | 11 | 0.2 | 104 | 5 | 105 | 100 | 104 | 105 | 8
CCN(CC)C(=O)Nc1c(C)n(C)n(-c2ccccc2)c1=O | 6 | 104 | · | 0.2 | 105 | 0 | 100 | 99 | 103 | 100 | 8
O=C(NCc1cccnc1)C1c2ccccc2C(=O)N1Cc1ccco1 (centres undefined) | 7 | 95 | · | 0.1 | 98 | 0 | 93 | 97 | 95 | 97 | 10
O=c1cc(N2CCc3ccccc3C2)[nH]c(=O)n1-c1ccccc1Cl | 5 | 98 | · | -2.0 | 102 | -2 | 98 | 98 | 97 | 99 | -1
O=C(Oc1ccnc2cc(Cl)ccc12)N1CCCCCC1 | 22 | 99 | · | 1.5 | 105 | 10 | 98 | 98 | 100 | 99 | -6
c1ccc(-c2csc(-n3cccn3)n2)cc1 | 25 | 95 | 7 | 0.9 | 99 | 4 | 93 | 96 | 98 | 97 | -2
COc1cccc(C2NC(=O)c3ccccc3O2)c1OCc1ccccc1F (centres undefined) | 14 | 98 | -30 | -1.6 | 100 | 8 | 102 | 95 | 95 | 96 | -5
Cc1ccc2cccc(Oc3ccc([N+](=O)[O-])cc3[N+](=O)[O-])c2n1 | 3 | 100 | 14 | 1.0 | 102 | 8 | 102 | 97 | 100 | 100 | 10
CC1CCN(C(=S)NC(=O)c2ccccc2)CC1 | 11 | 101 | -36 | 0.4 | 105 | 3 | 106 | 98 | 102 | 101 | 3
Cc1ccc2nc(NC(=O)c3ccc4ncsc4c3)sc2c1 | 7 | 102 | · | 0.1 | 108 | 1 | 99 | 102 | 102 | 101 | 49
COCCCn1c(SCc2cc(=O)[nH]c3ccccc23)nnc1-c1ccco1 | 13 | ? | · | 0.2 | ? | 1 | ? | ? | ? | ? | 15
C=CCn1c(O)c(N=NC(=S)Nc2cccc(OC)c2)c2ccccc21 | 11 | 98 | 7 | -7.3 | 101 | -19 | 101 | 98 | 100 | 101 | -55
O=C(O)c1ccc2c(c1)C(=O)N(c1cccc(C(=O)/C=C/c3ccccc3)c1)C2=O | 5 | 89 | 13 | -0.3 | 85 | -1 | 93 | 85 | 89 | 86 | 21
C/C(Cn1cnc([N+](=O)[O-])n1)=N\NC(=O)c1ccc(Br)cc1 | 3 | 101 | -6 | -0.1 | 103 | 0 | 104 | 98 | 102 | 96 | 4
Cn1c(=O)oc2cc(S(=O)(=O)NCc3ccccn3)ccc21 | 5 | 101 | · | -2.1 | 100 | -3 | 100 | 96 | 97 | 99 | 3
Cc1c(C(=O)NCc2ccc3c(c2)cc(C)n3C)cccc1[N+](=O)[O-] | 2 | 98 | · | 0.2 | 98 | 5 | 101 | 97 | 97 | 96 | -18
CC1CCN(CC(=O)N2c3ccccc3CCc3ccccc32)CC1 | 7 | 98 | · | 0.0 | 98 | 0 | 96 | 100 | 97 | 98 | -2
CC(C)S(=O)(=O)CC(=O)c1ccc(Cl)cc1 | 11 | 96 | -9 | 2.5 | 101 | 16 | 105 | 99 | 97 | 95 | -8
Cc1ccc(NC(=S)NC(=O)/C=C/c2ccco2)c(O)c1 | 8 | 94 | 4 | 4.3 | 92 | 0 | 94 | 91 | 95 | 97 | 40
CCNC(=O)c1ccc(CSc2ccc(Cl)cc2)cc1 | 2 | 101 | -10 | 0.5 | 102 | 3 | 102 | 102 | 101 | 100 | 11
CCc1ccc(-c2cc(C(=O)NN3CCOCC3)c3ccccc3n2)cc1 | 4 | 100 | -6 | -0.2 | 102 | -3 | 101 | 98 | 99 | 99 | -3
CCOC(=O)N1CCC(N(CCN(C)C)C(=S)Nc2cc(C)cc(C)c2)CC1 | 15 | 102 | 18 | 0.8 | 107 | 4 | 101 | 103 | 103 | 105 | 11
O=S(=O)(c1ccccc1)N1N=C(c2ccccc2)CC1c1ccccc1 (centres undefined) | 8 | 99 | -9 | 0.4 | 97 | -2 | 105 | 93 | 99 | 100 | 20
CC(=O)Nc1ccc2c(c1)ncn2C | 7 | 100 | · | 0.5 | 105 | 2 | 100 | 100 | 100 | 103 | -11
Cn1cnc([N+](=O)[O-])c1SCC(O)CCl (centres undefined) | 9 | 101 | 19 | -0.4 | 99 | -1 | 109 | 93 | 102 | 101 | 9
CN(c1ncc(C(F)(F)F)cc1Cl)N1C(=O)c2cccc([N+](=O)[O-])c2C1=O | 8 | 97 | 10 | 1.5 | 97 | 20 | 99 | 94 | 96 | 96 | -1
CCn1c(=O)cc(SCC(=O)NCCCN2CCN(c3ccccc3F)CC2)c2ccccc21 | 22 | 93 | · | 2.0 | 98 | 8 | 97 | 97 | 97 | 99 | -3
O=C(CSc1ccc(-c2cccc([N+](=O)[O-])c2)nn1)N1CCCCC1 | 7 | 97 | 18 | 0.7 | 98 | 2 | 100 | 95 | 100 | 97 | 7
Cc1cc(=O)n2c(n1)OC(CO)C2 (centres undefined) | 7 | 103 | -13 | 0.3 | 102 | 1 | 99 | 100 | 103 | 107 | -5
COC(=O)c1ccc(NC(=O)c2ccc(CN3CCOCC3)cc2)cc1 | 16 | 104 | · | 1.2 | 102 | 11 | 102 | 101 | 103 | 103 | 7
Cc1ccc(/C(N)=N/OC(=O)CCC2CCCC2)cc1 | 9 | 98 | · | 0.6 | 98 | 3 | 106 | 91 | 97 | 93 | 15
Cc1ccc(C(=O)N2CCN(c3ccc(NC(=O)COc4ccccc4C)cc3)CC2)cc1 | 4 | 98 | -6 | 1.3 | 104 | 7 | 105 | 97 | 99 | 95 | 6
O=C(Cn1nnc2ccccc21)N1CCCCC1 | 12 | 102 | -13 | 0.6 | 103 | 6 | 99 | 101 | 103 | 104 | 5
Cc1cc(O)cc(=O)n1Cc1ccco1 | 9 | 94 | · | 0.4 | 98 | 4 | 98 | 94 | 96 | 94 | -2
CC(C)(C)OC(=O)NCCCCCc1nnc(SCC(N)=O)o1 | 8 | 106 | · | 0.4 | 110 | 2 | 102 | 103 | 103 | 106 | 2
CCOc1ccc(-n2c(C)nc3cc(C(=O)NCCCN4CCOCC4)ccc32)cc1 | 8 | 95 | · | 0.0 | 95 | 1 | 94 | 94 | 95 | 94 | -10
O=C(c1ccc(F)cc1)C(CCCCCC(CN1CCOCC1)C(=O)c1ccc(F)cc1)CN1CCOCC1 (centres undefined) | 185* | 100 | · | -1.9 | 102 | -3 | 100 | 100 | 103 | 103 | 18
COCC(=O)Nc1c(C(=O)Nc2cccc(OC)c2)oc2ccccc12 | 7 | 101 | · | 1.2 | 100 | 7 | 100 | 99 | 100 | 100 | 16
CC(=O)c1ccc(NC(=O)c2cc3nc4c(c(C(F)(F)F)n3n2)CCCC4)cc1 | 7 | 98 | · | 0.0 | 97 | 0 | 100 | 99 | 97 | 98 | 19
Cc1nc(C)c(C(=O)NCc2ccc(Cl)cc2)o1 | 25 | 102 | · | -1.5 | 103 | 20 | 97 | 100 | 100 | 100 | 0
CCCC(=O)Nc1cc(-c2nn(C)c(=O)c3ccccc23)ccc1OC | 7 | 96 | 2 | 1.4 | 96 | 7 | 94 | 97 | 97 | 98 | -2
CCC(C)(C)NC(=O)C(c1ccc(C)cc1)N(Cc1cccs1)C(=O)c1ccc2c(c1)OCCO2 (centres undefined) | 11 | 99 | · | 3.0 | 101 | 3 | 95 | 101 | 100 | 101 | -13
CCCNC(=O)OC[C@H]1O[C@H](CCO/N=C(\C)CCN2CCc3nc(-c4ccccc4)c(-c4ccccc4)cc3C2)C=C[C@@H]1Oc1ccc(OC)cc1 | 11 | 98 | · | 4.7 | 101 | 8 | 98 | 97 | 100 | 99 | -2
Cc1n[nH]c(=O)nc1NCc1ccccc1 | 34 | 96 | -6 | 1.5 | 106 | 38 | 96 | 99 | 99 | 104 | 5
O=C(CN1CCN(c2ccccc2)CC1)Nc1ccccc1Sc1ccccc1 | 6 | 100 | 4 | 3.2 | 105 | 10 | 102 | 98 | 102 | 98 | 14
NC(=S)Nc1ccc2cn[nH]c2c1 | 9 | 99 | 9 | 0.4 | 104 | 1 | 94 | 96 | 100 | 96 | 24

Outcome played no part in choosing rows (roughly 2.3% active in at least one column).
